GSTO1 counter: inhibitors of recombinant GSTO1, primary screen, counter-screen for RBBP9 inhibitor project, biochemical, fluorescence polarization; inhibition, % at 5.96 µM; Glutathione S-transferase omega-1 (Homo sapiens), P78417; AID 1974, 2009; activity-based probe fluorescence polarization; 1.1% of 300,000 active;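 active = inhibition above the campaign mean inhibition plus 3 SD, cut at about 35% in these data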;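 note: 0% = GSTO1-1 with DMSO and 100% = wells lacking GSTO1-1 enzyme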
Target sequence (P78417 whole entry, looked up): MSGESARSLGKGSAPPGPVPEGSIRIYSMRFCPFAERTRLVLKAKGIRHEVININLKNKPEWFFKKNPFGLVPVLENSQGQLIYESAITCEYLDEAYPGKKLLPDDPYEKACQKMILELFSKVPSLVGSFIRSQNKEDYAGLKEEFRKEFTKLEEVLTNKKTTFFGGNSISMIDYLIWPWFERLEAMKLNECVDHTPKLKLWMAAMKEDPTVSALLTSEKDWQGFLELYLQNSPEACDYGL
pPAFAH inh: pPAFAH enzyme inhibitors, primary screen, biochemical, fluorescence polarization, human | Platelet-activating factor acetylhydrolase (Homo sapiens), Q13093 | recombinant pPAFAH, FP-rhodamine probe fluorescence polarization | inhibition, % at 3.39 µM | 1.5% of 330,000 active | AID 463082, 2010;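 active = inhibition above the mean inhibition across the screen plus 3 SD, cut at about 25% in these data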;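 note: inhibitors block binding of the rhodamine activity-based probe so polarization drops; 0% = enzyme with DMSO and 100% = wells lacking pPAFAH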
Target sequence (Q13093 whole entry, looked up): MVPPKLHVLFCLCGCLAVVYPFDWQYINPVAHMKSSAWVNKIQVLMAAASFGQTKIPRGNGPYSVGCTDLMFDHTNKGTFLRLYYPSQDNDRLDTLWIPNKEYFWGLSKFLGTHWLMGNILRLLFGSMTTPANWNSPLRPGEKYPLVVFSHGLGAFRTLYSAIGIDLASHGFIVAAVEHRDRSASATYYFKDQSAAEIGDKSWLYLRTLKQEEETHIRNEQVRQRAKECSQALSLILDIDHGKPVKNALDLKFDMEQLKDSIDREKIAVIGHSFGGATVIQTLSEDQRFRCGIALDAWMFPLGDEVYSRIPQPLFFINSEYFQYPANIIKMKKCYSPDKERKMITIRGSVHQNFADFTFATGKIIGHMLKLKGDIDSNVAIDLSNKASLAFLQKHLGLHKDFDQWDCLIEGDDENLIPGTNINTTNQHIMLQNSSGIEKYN
LYPLA2 inh: LYPLA2 inhibitors, primary screen, counter-screen for PME1 inhibitor project, biochemical, fluorescence polarization, FP-Rh probe ABPP; recombinant LYPLA2; inhibition, % at 5.9 µM; 0.38% of 320,000 active; AID 2177, 2009;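 active = inhibition above the screen-wide mean plus 3 SD, limit set per campaign, cut at about 26% in these data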;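 note: 0% = LYPLA2 with DMSO and 100% = wells lacking LYPLA2 enzyme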
PAFAH1B2 FP inh: PAFAH1B2 enzyme inhibitors, primary screen, biochemical, fluorescence polarization, human. Platelet-activating factor acetylhydrolase IB subunit alpha2 (Homo sapiens), P68402. recombinant PAFAH1B2, FP-rhodamine activity probe. inhibition, % at 3.39 µM. 1.2% of 340,000 active;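 active = inhibition above the mean of all tested compounds plus 3 SD, cut at about 24% in these data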;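 note: 0% = enzyme with DMSO and 100% = wells lacking PAFAH1B2; many of its hits are not listed in these tables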
PAD4 inh: human PAD4 inhibitors, primary screen, biochemical, fluorescence polarization, 1536-well format. inhibition, % at 6.36 µM. 0.41% of 330,000 active. AID 485272, 2010. recombinant PAD4, RCA probe fluorescence polarization. Protein-arginine deiminase type-4 (Homo sapiens), Q9UM07;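 active = percent inhibition above a cutoff equal to the mean of all tested compounds plus 3 SD, cut at about 15% in these data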;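 note: 0% = PAD4 with RCA probe and DMSO and 100% = probe without PAD4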
LYPLA1 inh: LYPLA1 inhibitors, primary screen, counter-screen for PME1 inhibitor project, biochemical, fluorescence polarization, FP-Rh probe ABPP; Acyl-protein thioesterase 1 (Homo sapiens), O75608; recombinant LYPLA1; inhibition, % at 5.9 µM; 0.16% of 320,000 active;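 active = inhibition above the mean of all tested compounds plus 3 SD, set per campaign, cut at about 14% in these data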;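 note: inhibitors block serine hydrolase probe labeling of LYPLA1 so polarization falls; 0% = enzyme with DMSO and 100% = wells lacking LYPLA1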
PAFAH1B3 inh: PAFAH1B3 enzyme inhibitors, primary screen, biochemical, fluorescence polarization, human. 0.28% of 340,000 active. Platelet-activating factor acetylhydrolase IB subunit alpha1 (Homo sapiens), Q15102. inhibition, % at 3.39 µM. recombinant PAFAH1B3, FP-rhodamine probe;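 active = inhibition above the screen-wide average of all tested compounds plus 3 SD, cut at about 25% in these data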;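 note: 0% = enzyme with DMSO only and 100% = wells lacking PAFAH1B3 protein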
Target sequence (Q15102 whole entry, looked up): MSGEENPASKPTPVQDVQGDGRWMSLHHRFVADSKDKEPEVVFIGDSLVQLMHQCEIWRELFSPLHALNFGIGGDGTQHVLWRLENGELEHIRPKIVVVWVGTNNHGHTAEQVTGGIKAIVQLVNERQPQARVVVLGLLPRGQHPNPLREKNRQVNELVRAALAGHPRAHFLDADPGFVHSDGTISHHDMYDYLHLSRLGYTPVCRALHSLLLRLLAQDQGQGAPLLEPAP
PAFAH2 inh: PAFAH2 enzyme inhibitors, primary screen, biochemical, fluorescence polarization, human; 0.99% of 340,000 active; inhibition, % at 3.39 µM; recombinant PAFAH2, FP-rhodamine activity probe;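 active = inhibition above the mean over all tested compounds plus 3 SD, cut at about 30% in these data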;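 note: inhibitors block probe labeling of enzyme so polarization drops; 0% = enzyme with DMSO and 100% = wells lacking PAFAH2 protein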
PREPL inhibitor: PREPL enzyme inhibitors, primary screen, biochemical, fluorescence polarization; recombinant PREPL, fluorescence polarization activity-based probe; inhibition, % at 5.96 µM; 0.68% of 320,000 active; AID 2751, 2010; in the data active = inhibition above about 43%;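 note: 0% = enzyme with DMSO and 100% = wells lacking enzyme; many of its hits are not listed in these tables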
The depositor's hits bear a star; x = not tested or not shown. Some of the compounds tested, so the mix of outcomes need not match the whole.

compound,PAFAH1B3 inh,pPAFAH inh,LYPLA1 inh,PAFAH1B2 FP inh,PREPL inhibitor,PAFAH2 inh,PAD4 inh,GSTO1 counter,LYPLA2 inh
CCc1ccc2oc(-c3cc(N=Cc4cccc(OC)c4O)ccc3O)nc2c1,x,22,2,x,23,x,-4,20,0
CCC(C)Nc1nnc(SCC(=O)c2c(N)n(C3CC3)c(=O)[nH]c2=O)s1 (centres undefined),1,0,x,2,14,7,0,x,x
CC1CCCN(C(=O)Cn2nnc(-c3ccc(S(C)(=O)=O)cc3)n2)C1 (centres undefined),1,-1,0,4,-1,0,-3,3,1
CCN(CC)CCn1c(NCc2cccc(OC)c2OC)nc2ccccc21,2,5,0,3,6,1,-3,-11,0
COc1ccc(C(CNC(=O)c2cc3c(s2)CCC(C)C3)N2CCOCC2)cc1 (centres undefined),-2,-2,-5,-10,-6,-1,-7,x,-5
O=C(NCCc1ccccc1)c1ccc2c(c1)OCO2,5,1,2,4,-12,-3,1,6,4
COc1ccc(CNC(=O)C2CCN(S(=O)(=O)c3ccccc3)CC2)cc1,-3,0,1,-3,11,5,0,-1,2
CN1/C(=C/C=C(C#N)C#N)C(C)(C)c2ccccc21,-99,0,7,-71,-6,-26,2,11,5
CC(OC(=O)C1CCCO1)C(=O)NC1CCCC1 (centres undefined),6,4,-2,4,-7,1,-6,3,-5
COc1ccc(CC(=O)O/N=C(\N)c2ccccc2)cc1OC,14,4,-2,11,2,21,1,1,3
CC1=CC(C)(C)N(C(=O)CSc2nncn2C)c2ccccc21,6,5,-2,-5,-11,-1,1,3,3
CC(=O)c1c(O)cc(O)cc1CC(=O)O,10,6,2,4,0,4,1,1,5
S=C(N/N=C1\CCc2ccccc21)NC1CCCCC1,5,4,-1,0,14,0,-8,-4,-1
CSc1ccc(C(=S)N2CCN(C(c3ccccc3)c3ccccc3)CC2)cc1,-5,-6,4,-2,0,2,3,-4,3
CCc1cc(-c2nc(N)ncc2-c2ccc(Br)cc2)c(O)cc1OC,4,-6,2,-1,5,0,-6,-8,0
O=C(NC1CCCCC1)c1cccc2c1C(=O)c1ccc(N3CCCC3)cc1S2(=O)=O,-5,-4,x,-9,10,-12,-15,x,x
CC1CN(CC(=O)Nc2nc(-c3ccc(Cl)cc3)cs2)CC(C)O1 (centres undefined),2,7,-2,7,7,-6,3,4,5
CCCCCCCCCCCC(=O)c1c(O)cccc1O,7,12,8,5,8,-8,5,-5,5
COc1ccc(S(=O)(=O)N(C)C[C@H]2Oc3ccc(NS(=O)(=O)c4c(C)noc4C)cc3C(=O)N([C@H](C)CO)C[C@@H]2C)cc1,7,2,x,1,19,-7,3,x,x
Cc1ccccc1OCC(=O)OCC(=O)Nc1cc(S(=O)(=O)N2CCCCC2)ccc1Cl,7,-1,-1,1,3,2,0,11,-8
COC(=O)c1ccc(CSC2=NC[C@@H]3[C@@H]4C(=O)N(C)C(=O)[C@@H]4[C@](C)(C(=O)OC)N23)cc1,9,5,x,0,x,4,-3,x,x
CCC(C(=O)N/N=C/c1cccnc1)c1ccccc1 (centres undefined),5,8,-1,9,-4,5,-6,4,-6
Cc1ccc(N(C(=O)CS(=O)CC(=O)Nc2ccc(F)cc2)C(C)C(=O)NC(C)(C)C)cc1 (centres undefined),4,2,0,5,13,4,-1,-2,-4
CC(=O)N(C)c1ccc(NC(=O)Nc2ccc(C)c(C)c2)cc1,-7,7,-2,-1,14,2,-1,-2,-5
CCn1c(C(C)NC(=O)c2ccccc2C)n[nH]c1=S (centres undefined),3,1,-2,0,-3,-2,1,1,1
COc1cccc(C(=O)COC(=O)c2cccs2)c1,2,1,-2,3,4,21,3,-2,11
O=C(NCc1ccc(F)cc1)C(c1ccccc1)N(C(=O)c1csnn1)C1CC1 (centres undefined),3,-3,-2,-3,8,3,-2,10,-7
Cc1cc2occ(CC(=O)NC3=NCCS3)c2cc1C(C)C,-2,9,-1,0,-8,1,-1,-3,-1
CN(CC(=O)Nc1ccccc1Br)C(=O)CN1CCN(Cc2ccc(Cl)cc2)CC1,7,-1,2,6,19,5,-5,x,6
Cc1nn(Cc2ccc(Cl)cc2Cl)c(C)c1NC(=O)C1C2CCC(O2)C1C(=O)O (centres undefined),0,1,0,1,5,-4,1,2,-1
COc1ccccc1NC(=O)C1C2C=CC3(CN(Cc4cccnc4)C(=O)C13)O2 (centres undefined),-2,4,-1,1,6,1,-1,-2,0
CCN(C(=O)c1cc2c(s1)-c1ccccc1OC2)c1cc(OC)ccc1OC,-3,-2,-2,1,8,1,-8,7,-9
CC(=O)Nc1ccc(S[C@@H](CCN2CC[C@H](O)CCC2=O)c2ccccc2)cc1,-6,5,2,4,10,8,10,x,5
O=C(CCC(=O)Nc1ccc(Br)cc1)N/N=C/c1ccc(O)cc1,1,7,-7,-2,-3,4,0,1,-4
O=C(NCCCN1CCCCC1)C1CCCN(c2ncnc3c2nc2n3CCCCC2)C1 (centres undefined),7,2,4,5,16,8,0,18,3
COc1ccccc1-n1cnc2cc(NCc3ccco3)ccc21,9,12,2,-4,18,7,3,7,12
Cn1c(=O)n(C)c2cc(S(=O)(=O)NCCO)ccc21,2,6,0,-1,0,4,5,-2,-4
CS(=O)(=O)c1cccc(-c2nnc(NC(=O)c3ccc(S(=O)(=O)N4CCCC4)cc3)o2)c1,6,6,0,0,2,1,-6,4,-4
C=CCNC(=S)N/N=C/c1ccc(OCc2ccccc2Cl)cc1,3,10,3,6,14,1,2,-4,-3
COC(=O)c1ccc(OC(=O)c2nn(C)cc2Cl)c(OC)c1,13,1,0,-1,13,9,-3,1,9
Cc1cccn2c(=O)c3cc(C(=O)NCC4CCCO4)c(=N)n(C4CCCCC4)c3nc12 (centres undefined),1,8,0,1,31,-1,-2,0,1
O=C(CCCc1ccccc1)NCc1ccccn1,7,1,-2,-1,-1,-4,-1,-1,-2
CCOC(=O)c1ccccc1NC(=O)CSc1nnc(Cc2cccn2C)n1-c1ccc(F)cc1,4,16,0,1,19,3,1,-2,0
COc1ccc(S(=O)(=O)N2CCN(c3cnccn3)CC2)cc1OC,5,1,x,5,8,5,1,x,x
COc1ccc(S(=O)(=O)/N=C2/NC(=O)/C(=C/c3ccco3)S2)cc1,19,32*,-2,-2,1,28,-6,6,-3
CCN(CC)c1ccc(C(=O)OCc2cc(=O)oc3cc(O)ccc23)cc1,9,17,-3,3,21,2,2,0,2
COc1ccc(-c2nc3ccccc3c(=O)n2NC(=S)N(C)C)cc1,1,1,-1,0,2,7,3,0,0
N#CC(C#N)=C(N)/C(C#N)=C/c1cc(O)c(O)c(O)c1,39*,39*,-6,33*,6,35*,-5,64*,-8
CSc1nc2sc3c(c2c(=O)n1C)CCC3,3,-2,-3,4,13,-4,-4,2,5
CCNc1nc(NC(C)(C)C)nc(N2CCCC2)n1,-7,4,0,3,10,3,0,-3,0
Cc1cc(NC(=O)C2C3C(=O)N(CCC(C)C)C(C(=O)NCc4ccccc4)C34C=CC2(C)O4)no1 (centres undefined),-1,-2,-3,-1,15,-2,-3,2,-4
Cc1nc(NC(=O)COC(=O)c2cc3c(s2)CCC(C)C3)c(Cl)cc1Cl (centres undefined),-2,10,-4,-3,7,17,0,1,-3
COc1cccc(CN2CCc3ccc(NC(=O)CCc4ccc(C)cc4)cc3C2)c1O,-2,9,-4,6,13,-1,-1,3,-7
CN(C(=O)c1ccc2c(=O)n3c(nc2c1)CCCCC3)c1ccccc1Cl,2,-1,-1,5,-8,10,3,-1,5
C/C(=N\NC(N)=S)C1(C)CC2(CC(C)(C)OC2=O)C(=O)O1 (centres undefined),x,-4,2,x,8,x,0,4,5
CCOC(=O)C(NC(=O)Nc1ccc(F)cc1F)(Oc1ccccc1)C(F)(F)F (centres undefined),-6,2,-1,1,3,-4,2,0,-5
Cc1ccc(S(=O)(=O)Oc2ccc3ccc(O)cc3c2)cc1,-1,8,-9,1,16,-5,4,3,-6
O=C(NC1CCN(Cc2ccccc2)CC1)c1ccc(Cn2c(=S)[nH]c3ccc(N4CCOCC4)cc3c2=O)cc1,7,-1,3,5,31,4,-2,-7,-3
CCN(CC(=O)Nc1cc(Cl)ccc1C)C(=O)c1ccc2c(c1)NC(=O)C(C)S2 (centres undefined),1,22,1,2,4,0,-2,-7,9
CCOC(=O)N1CCC(NC(=O)CCC(=O)N2CC(C)Oc3ccc(Cl)cc32)CC1 (centres undefined),5,1,-1,4,4,4,-1,4,-5

New compounds follow.
compound,PAFAH1B3 inh,pPAFAH inh,LYPLA1 inh,PAFAH1B2 FP inh,PREPL inhibitor,PAFAH2 inh,PAD4 inh,GSTO1 counter,LYPLA2 inh
COc1ccc(N2CCN(C(c3cc(OC)ccc3OC)c3nnnn3CC3CCCO3)CC2)cc1 (centres undefined),2,-2,0,-3,1,-1,-9,-1,1
CCCN(CC(=O)Nc1ccccc1C)C(=O)C1CC(=O)N(Cc2ccccc2)C1 (centres undefined),4,-2,-2,0,20,1,3,7,-10
CN(C)c1ccc(P(=O)(OC2CCCCC2)C(Nc2ccccc2)c2cccnc2)cc1 (centres undefined),x,-2,1,x,26,x,1,-5,5
CC[C@H]1c2[nH]c3ccccc3c2C[C@H]2C(=O)N(c3ccc(F)cc3)C(=O)N21,4,-1,-1,7,23,1,2,-9,4
c1ccc(Cn2ncc3c(N4CCOCC4)ncnc32)cc1,-2,1,1,2,13,-1,-4,-4,-6
Cc1cc(Cl)ccc1NC(=O)C1CCCN1C(=O)c1cccs1 (centres undefined),-1,-10,-2,-1,1,-1,-2,-8,0
CN(Cc1cccs1)C(=O)Cn1cnc2ccccc2c1=O,5,-12,-4,1,4,-2,-4,5,0
CCC(=O)Nc1ccc(Nc2nc(Cl)nc(Nc3ccc(NC(=O)CC)cc3)n2)cc1,-1,5,1,2,6,6,-1,4,-2
Cc1cc(CNC(=O)c2cccnc2Cl)c2ccccc2n1,0,-7,-2,0,0,-4,-4,18,2
CC(C)c1nc(-c2ccccn2)no1,0,3,0,1,7,-1,1,-4,-2
COc1cc(/C=C2\SC(=Nc3cccnc3)NC2=O)cc(OC)c1OC,x,6,-7,x,4,x,-11,-10,-10
COc1ccc(C(O)(CC(C)C)C(CN2CCOCC2)c2ccccc2)cc1 (centres undefined),3,0,0,16,6,11,-4,-2,3
O=C1CCCC(O)=C1C=NCCc1ccccc1,5,4,1,8,-1,-1,-6,3,1

High-throughput results deposited in PubChem by The Scripps Research Institute Molecular Screening Center.
